# Assay outcomes as filed in PubChem BioAssay.
# CCT modulator: High-Throughput Screening for Modulators of Cytosolic Chaperonin Activity. 0.3% of 360,000 active. AID 651819, 2012. activity change, % (concentration not given with the values), hits read low. purified chaperonin ATPase assay, HTRF ADP detection, 30 min; in the data active means activity change below about -30%; further: on the % scale 0 is the no-effect control and ±100 the full control effect
#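 Enzyme 40 or 20 nM (batch-dependent) in Tris pH 7.4/KCl/MgCl2/DTT; cpd 76 uM single point; ATP 10 uM; 30 min 37 °C; Transcreener ADP HTRF detection, 30 min RT; ratio 665/615.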
# TGFb inhibitor: qHTS for Inhibitors of TGF-b | 1.2% of 410,000 active | Potency, µM (series often up to 46.1 µM), for inactives: at the highest dose activity, negative = inhibition, actives largely listed as inhibitors | HepG2 CAGA-GFP TGF-b/SMAD3 reporter, GFP fluorescence, 18 h; TGF-beta stimulated, 500 pg/mL final; further: potency means the concentration at half of the fitted maximal effect; on the % scale 0 is the no-effect control and ±100 the full control effect; nearly all actives have a fitted effect of over 65% in size
#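 Read-out: total well GFP (ex488/em500-530) summed from mean per-cell fluorescence. Cells: HEPG2 CAGA-GFP, 1% FBS DMEM, 18 h at 37 degrees C with 500 pg/mL final TGF-beta. Unstimulated wells served as the full-inhibition control; stimulated DMSO wells = 0%.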
# Nrf2 block: Nrf2 qHTS screen for inhibitors; A549 ARE-Fluc reporter, luciferase luminescence, 18-24 h; Potency, µM (titrated, usually from 46 µM), for the others: top-dose activity change, negative = inhibition, actives largely listed as inhibitors; 2.1% of 360,000 active; AID 504444, 2011; further: potency means the concentration at half of the fitted maximal effect; on the % scale 0 is the no-effect control and ±100 the full control effect; nearly all actives have a fitted effect of over 60% in size
#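 Two sequential reads on A549 ARE_Fluc cells exposed to compound for 18-24 h: a CellTiter-Fluor fluorescence read for viability, then a luciferase luminescence read for Nrf2/ARE activity.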
# EPAC2 antag: qHTS for Antagonist of cAMP-regulated guanine nucleotide exchange factor 2 (EPAC2): primary screen; EPAC2 GEF exchange of Rap1B-BODIPY-GDP, fluorescence; AID 720708, 2013; Rap guanine nucleotide exchange factor 4 (Homo sapiens), Q8WZA2; Potency, µM (titrated, usually from 114 µM), without a hit: top-dose activity, negative = inhibition, hits mostly inhibitors; 0.18% of 360,000 active; further: potency means the concentration at half of the fitted maximal effect; on the % scale 0 is the no-effect control and ±100 the full control effect; nearly all actives have a fitted effect of over 45% in size; many of its hits are not listed in these tables
# Target sequence (Q8WZA2 whole entry, looked up): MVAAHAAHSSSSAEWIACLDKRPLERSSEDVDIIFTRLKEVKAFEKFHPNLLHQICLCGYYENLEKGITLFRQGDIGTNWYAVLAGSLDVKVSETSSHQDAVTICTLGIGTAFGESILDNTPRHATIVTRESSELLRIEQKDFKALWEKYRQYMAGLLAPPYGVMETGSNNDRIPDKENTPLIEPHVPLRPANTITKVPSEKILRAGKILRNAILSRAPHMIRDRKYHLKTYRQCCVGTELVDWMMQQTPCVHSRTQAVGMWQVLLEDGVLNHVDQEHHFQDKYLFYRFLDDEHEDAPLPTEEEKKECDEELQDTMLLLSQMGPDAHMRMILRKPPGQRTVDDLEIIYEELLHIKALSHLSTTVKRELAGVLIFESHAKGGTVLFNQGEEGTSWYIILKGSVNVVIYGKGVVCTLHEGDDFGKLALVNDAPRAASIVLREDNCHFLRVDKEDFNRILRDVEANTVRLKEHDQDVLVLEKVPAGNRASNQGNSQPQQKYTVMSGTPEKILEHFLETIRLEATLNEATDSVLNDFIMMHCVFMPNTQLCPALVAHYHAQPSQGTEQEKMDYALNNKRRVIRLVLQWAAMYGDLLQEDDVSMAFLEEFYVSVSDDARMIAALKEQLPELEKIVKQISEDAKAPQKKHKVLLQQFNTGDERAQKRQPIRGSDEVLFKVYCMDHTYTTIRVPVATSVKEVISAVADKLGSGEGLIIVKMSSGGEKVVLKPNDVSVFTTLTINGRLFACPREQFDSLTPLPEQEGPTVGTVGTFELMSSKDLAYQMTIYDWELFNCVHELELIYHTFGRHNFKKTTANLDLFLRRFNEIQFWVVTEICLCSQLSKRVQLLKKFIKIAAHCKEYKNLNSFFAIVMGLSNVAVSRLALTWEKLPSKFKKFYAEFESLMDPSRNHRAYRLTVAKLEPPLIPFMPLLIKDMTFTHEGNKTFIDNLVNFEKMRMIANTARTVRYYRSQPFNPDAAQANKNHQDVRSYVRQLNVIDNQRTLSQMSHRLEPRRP
# EPAC2 ag: qHTS for Agonist of cAMP-regulated guanine nucleotide exchange factor 4 (EPAC2): primary screen | EPAC2 activation, biochemical qHTS; response scale: 100% = 6.5 mM cAMP response | Rap guanine nucleotide exchange factor 4 (Homo sapiens), Q8WZA2 | AID 720711, 2013 | Potency, µM (titrated, usually from 154 µM), for the others: at the highest dose activation, actives largely listed as activators | 0.079% of 360,000 active; further: potency means the concentration at half of the fitted maximal effect; nearly all actives have a fitted effect of over 50% in size
#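 Exchange assay: 100 nM EPAC2 with 250 nM Rap1B-BODIPY-GDP and 50 uM GDP. Fluorescence (ex 480/em 540 nm) read every 5 min for 30 min at room temperature. Data normalized to 6.5 mM cAMP as agonist control.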
# Nrf2 activator: qHTS of Nrf2 Activators | AREc32 ARE-luciferase reporter (MCF7-derived line), luminescence, 24 h | Potency, µM (doses to about 46.1 µM), for inactives: at the highest dose activation, most hits filed as activators | 0.31% of 410,000 active; further: potency means the concentration at half of the fitted maximal effect; % of control where 0% means no effect; nearly all actives have a fitted effect of over 65% in size
#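 AREc32 cells carrying an ARE-driven firefly luciferase reporter were seeded at 1000 cells/well in OPTI-MEM with 5% FBS, then exposed to compound for 24 hr at 37 deg C. Luminescence was read with Steady-Glo after 30 min at RT.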
# A549 viability: Nrf2 qHTS screen for inhibitors: counterscreen for cytotoxicity; A549 ARE-Fluc cells, CellTiter-Fluor viability, 18-24 h; Potency, µM (top dose mostly 46 µM), inactives show at the highest dose activity change, negative = cytotoxicity, most hits filed as inhibitors; 0.16% of 390,000 active; AID 504648, 2011; further: potency means the concentration at half of the fitted maximal effect; on the % scale 0 is the no-effect control and ±100 the full control effect
#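 A549 ARE-Fluc cells in 5% FBS OPTI-MEM, 5000 cells/well, rested 2 h then exposed to compounds in concentration-response for 18-24 h at 37 °C. Viability by CellTiter-Fluor fluorescence (Ex 405/Em 525) after 30 min; luciferase luminescence (BugLite, 15 min, RT) read afterwards.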
# MmCpn inh: Inhibitors of TCP-1 ring complex (TRiC) of Methanococcus maripaludis (MmCpn): qHTS; purified Mm-Cpn ATPase, ADP Transcreener TR-FRET; 0.031% of 330,000 active; Potency, µM (top dose mostly 76.9 µM), inactives show at the top dose activity, negative = inhibition, most hits filed as inhibitors; Chaperonin Mm-Cpn (Methanococcus maripaludis); further: potency means the concentration at half of the fitted maximal effect; on the % scale 0 is the no-effect control and ±100 the full control effect; nearly all actives have a fitted effect of over 80% in size
#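 Purified archaeal chaperonin (25 nM final) was preincubated with compound for 10 min at 37°C, then ATP (10 uM final) was added for 30 min at 37°C in Tris pH 7.4/KCl/MgCl2/DTT buffer. ADP was quantified by HTRF Transcreener TR-FRET.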
# pAkt inh: HTS Assay for Inhibitors of Akt Phophorylation: Primary Screen | Neuro2A IGF-stimulated pAkt S473 HTRF, 20 min; stronger effect = lower value | activity change, % for hits at 50 µM | 0.32% of 360,000 active | AID 651550, 2012; in the data active means activity change below about -80%; inconclusive means mostly about -51% to -80%; further: on the % scale 0 is the no-effect control and ±100 the full control effect
#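 Single-point screen (50 µM final compound) in Neuro2A cells stimulated 20 min with 6 nM IGF at 37 deg C. After lysis, Ser473-phosphorylated Akt read by HTRF (ex 330 nm, em 615/665 nm) as the 665/615 ratio.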
# An asterisk follows results filed as active; i = inactive; ? = inconclusive; / = not tested or not shown. Unless noted, the call rests on the fitted dose curve; in most records, active means well fitted curve in the direction sought with a large enough effect; inconclusive means small, poorly fitted or top-dose-only effect, or another doubt; inactive means no such curve, though single readings can be large; an effect the other way counts as inactive or inconclusive. Only part of the results is shown, so the mix of outcomes need not match the whole.
structure	EPAC2 ag	MmCpn inh	A549 viability	CCT modulator	pAkt inh	Nrf2 block	TGFb inhibitor	Nrf2 activator	EPAC2 antag
CC(C)Oc1ccc(OCCn2c(S(=O)(=O)O)nc3c(N)ncnc32)cc1	12%	-2%	8%	4.6	i	-2%	-4%	5.3%	3%
CCOC(=O)c1ccccc1NC(=O)CSc1nc2[nH]ncc2c(=O)[nH]1	0%	-4%	-8%	3.0	i	-28%	0%	0.0%	2%
Cc1nc(NC(=O)CSc2nnc(Cn3nnc4ccccc43)n2C)sc1C	4%	2%	-6%	0.3	i	-8%	-8%	0.2%	-1%
COc1ccccc1C(=O)N1CCC(N2CCN(c3ccccc3OC)CC2)CC1	-3%	0%	-11%	-2.3	i	-17%	4%	-0.3%	-1%
COc1ccc(NC(=O)c2c(NC(=O)COc3ccccc3)sc3c2CCC(C)C3)cc1 (stereo not drawn)	/	/	9%	/	/	10%	-1%	0.3%	/
NC(=O)C1CCN(C(=O)c2ccc(F)c(S(=O)(=O)N3CCOCC3)c2)CC1	-3%	-1%	-1%	-4.2	i	-12%	2%	-0.6%	0%
C[C@@H]1CN([C@@H](C)CO)C(=O)c2cc(Br)cnc2O[C@@H]1CN(C)Cc1ccc(Oc2ccccc2)cc1	7%	/	/	-2.2	i	/	?	4.9%	-13%
Clc1ccccc1-c1ccc(/C=N/Nc2nncc(-c3ccccc3)n2)o1	9%	2%	5%	-1.1	i	1%	0%	0.0%	2%
CC(C)CC(=O)NS(=O)(=O)c1ccc(NC(=O)c2ccco2)cc1	9%	1%	1%	1.0	i	-19%	0%	-0.5%	28%
Cc1cccc(OCCCc2c(C)n[nH]c2C)c1	7%	2%	13%	-1.9	/	/	?	-0.2%	-8%
COc1cccc(OCC(O)CN2CCN(c3ccc(F)cc3)CC2)c1 (stereo not drawn)	11%	2%	3%	0.5	i	6%	-1%	0.2%	5%
COc1cc(C(=O)Nc2ccc3[nH]c(=O)sc3c2)cc(OC)c1OC	/	/	-2%	/	/	3%	13%	3.4%	/
FC(F)Oc1ccccc1/C=N/n1cnc2ccccc21	18%	1%	-1%	-1.3	i	?	-3%	8.5%	-13%
Cc1cccc(N2CCN(C(=O)c3cc4c(=O)n(C)c5ccccc5c4s3)CC2)c1C	/	/	7%	/	/	14%	-16%	-0.3%	/
COc1ccc(NC(=O)CN2C(=O)NC3(CCCC3)C2=O)cc1Cl	0%	-1%	-1%	-0.4	i	2%	3%	3.1%	2%
CC(CCCC(C)(C)O)CC1C2=C(CCCC2=O)OC2=C1C(=O)CCC2 (stereo not drawn)	-3%	1%	-2%	-2.6	i	-10%	-3%	1.1%	-2%
CCOC(=O)CSc1nnc(CNC(=O)c2ccccc2OC)n1-c1ccc(OC)cc1	19%	-2%	-6%	-1.1	i	10%	-6%	-0.1%	0%
Cc1ccc(NC(=O)N2CC3CCCN3c3ccccc32)cc1Cl (stereo not drawn)	/	/	0%	/	/	?	-9%	3.4%	/
Cn1nccc1C(=O)Nc1ccccc1C(=O)O	-1%	0%	18%	1.1	i	/	0%	2.6%	18%
COc1ccc(-c2csc(N(CC(C)C)C(=O)c3ccco3)n2)cc1	11%	-13%	2%	0.0	i	-5%	-17%	0.2%	-1%

# Laid out differently: 3 of the compounds above.
COc1ccc(NC(=O)c2c(NC(=O)COc3ccccc3)sc3c2CCC(C)C3)cc1 (stereo not drawn)
  EPAC2 ag = /	MmCpn inh = /	A549 viability = 9%	CCT modulator = /	pAkt inh = /	Nrf2 block = 10%	TGFb inhibitor = -1%	Nrf2 activator = 0.3%	EPAC2 antag = /

CC(C)CC(=O)NS(=O)(=O)c1ccc(NC(=O)c2ccco2)cc1
  EPAC2 ag = 9%	MmCpn inh = 1%	A549 viability = 1%	CCT modulator = 1.0	pAkt inh = i	Nrf2 block = -19%	TGFb inhibitor = 0%	Nrf2 activator = -0.5%	EPAC2 antag = 28%

Cc1ccc(NC(=O)N2CC3CCCN3c3ccccc32)cc1Cl (stereo not drawn)
  EPAC2 ag = /	MmCpn inh = /	A549 viability = 0%	CCT modulator = /	pAkt inh = /	Nrf2 block = ?	TGFb inhibitor = -9%	Nrf2 activator = 3.4%	EPAC2 antag = /

# Later entries
structure	EPAC2 ag	MmCpn inh	A549 viability	CCT modulator	pAkt inh	Nrf2 block	TGFb inhibitor	Nrf2 activator	EPAC2 antag
COC(=O)c1cc(NC(=O)c2ccc(F)cc2)cc(C(=O)OC)c1	16%	-1%	1%	-3.0	i	-4%	8%	-0.4%	-6%
Cc1cc(C)c(NC(=O)CNC(=O)c2ccccc2OCc2c(C)noc2C)c(C)c1	-4%	0%	-6%	1.1	i	-6%	-1%	0.2%	8%
O=C(Nc1ccccc1N1CCN(C(=O)c2ccccc2)CC1)c1ccco1	5%	-1%	0%	-2.5	i	-9%	4%	4.6%	3%
O=C(NC1CCCCC1)c1ccc(S(=O)(=O)N2CCCCC2)cc1	12%	0%	10%	-1.6	i	?	-19%	-0.1%	1%
COc1cc(NC(=O)Cn2c(=O)n(CC(=O)NCCc3ccc(OC)c(OC)c3)c(=O)c3sccc32)cc(OC)c1	/	/	-1%	/	/	?	-11%	5.2%	/
CCN(c1ccccc1)c1nc(=O)c2cccnc2s1	6%	1%	-1%	0.3	i	4%	0%	-0.1%	-6%
Cc1ccc(OCCC(=O)OCC(=O)Nc2c(C)nn(-c3ccccc3)c2C)cc1	-7%	1%	0%	0.4	i	-15%	10%	-0.1%	3%
Cn1c(N)c(C(=O)CSc2nnc3n2CCCCC3)c(=O)n(C)c1=O	-9%	-2%	-2%	-0.6	i	2%	-15%	0.7%	4%
COC(=O)c1c(NS(=O)(=O)Cc2ccccc2)sc2c1CCCC2	16%	0%	-4%	2.9	i	8%	-23%	-0.6%	-5%
COc1ccc(C)cc1S(=O)(=O)NC(C)C(=O)Nc1ccc2c(c1)OCO2 (stereo not drawn)	-3%	1%	-10%	-0.1	i	13%	20%	-0.7%	12%
Cc1ccc(NC(=O)CN2C(=O)NC3(CCCc4ccccc43)C2=O)c(Cl)c1 (stereo not drawn)	3%	-3%	-18%	1.1	i	10%	13%	0.8%	1%
CCOC(=O)c1ccccc1NC(=O)COC(=O)CN1C(=O)C2CC=CCC2C1=O (stereo not drawn)	5%	1%	-4%	1.0	i	7%	-5%	-0.8%	10%
CC(C)(C)c1ccc(OCC(=O)Nc2ccc3c4c(cccc24)C(=O)NC3=O)cc1	-18%	0%	7%	-0.2	i	?	?	-0.7%	3%
Cc1ccccc1OCC(=O)NS(=O)(=O)c1ccc(Cl)cc1	6%	0%	3%	-1.8	i	-28%	3%	-0.7%	-5%
CC1=NN(C(C#N)c2c(C)nn(Cc3ccccc3)c2C)C(C)(C)C1 (stereo not drawn)	7%	4%	1%	-2.7	i	6%	7%	3.5%	-6%
CCn1c(SCC(=O)Nc2ccc(C)cc2)nc2nc3c(cc2c1=O)COC(C)(C)C3	-3%	0%	1%	0.8	i	-2%	-11%	-0.5%	11%
Cc1cc(/C=C(\C#N)C(=O)NCc2ccco2)c(C)n1C1CCCC1	11%	-2%	-6%	0.9	i	-5%	4%	4.5%	-4%
CSC1=NN(c2ccccc2)CN(c2ccccc2)N1C	-2%	/	/	1.0	i	/	1%	0.0%	-28%
COc1ccccc1C(=O)NCCC(=O)NCC(c1ccco1)N1CCCCC1 (stereo not drawn)	3%	?	0%	0.1	i	0%	1%	0.3%	8%
Cc1ccc2nc3c(c(C(=O)OCC(=O)N(C)C4CCS(=O)(=O)C4)c2c1)CCCC3 (stereo not drawn)	8%	-1%	-5%	-0.9	i	7%	-13%	2.6%	12%

# Part of the list above in order of molar mass, lowest first.
structure	EPAC2 ag	MmCpn inh	A549 viability	CCT modulator	pAkt inh	Nrf2 block	TGFb inhibitor	Nrf2 activator	EPAC2 antag
COC(=O)c1cc(NC(=O)c2ccc(F)cc2)cc(C(=O)OC)c1	16%	-1%	1%	-3.0	i	-4%	8%	-0.4%	-6%
Cn1c(N)c(C(=O)CSc2nnc3n2CCCCC3)c(=O)n(C)c1=O	-9%	-2%	-2%	-0.6	i	2%	-15%	0.7%	4%
Cc1ccc(NC(=O)CN2C(=O)NC3(CCCc4ccccc43)C2=O)c(Cl)c1 (stereo not drawn)	3%	-3%	-18%	1.1	i	10%	13%	0.8%	1%
CCn1c(SCC(=O)Nc2ccc(C)cc2)nc2nc3c(cc2c1=O)COC(C)(C)C3	-3%	0%	1%	0.8	i	-2%	-11%	-0.5%	11%
COc1cc(NC(=O)Cn2c(=O)n(CC(=O)NCCc3ccc(OC)c(OC)c3)c(=O)c3sccc32)cc(OC)c1	/	/	-1%	/	/	?	-11%	5.2%	/
